Bioassay records as filed in PubChem BioAssay.
PfM18AAP inh: PfM18AAP inhibitors, malaria aminopeptidase, primary screen, biochemical, QFRET, recombinant enzyme. inhibition, % at 7.35 µM. M18 aspartyl aminopeptidase (Plasmodium falciparum 3D7). H-Glu-NHMec fluorogenic cleavage. hit rate 1.2% among 290,000;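 active = inhibition above the campaign mean inhibition over all tested compounds plus 3 SD, cut at about 28% in these data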;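 also: 0% = plate median of test compound wells and 100% = 2 mM ZnCl2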
NALP1 yeast inh: NALP1 inflammasome inhibitors in reconstituted yeast, colorimetric, S. cerevisiae, triplicate retest | S. cerevisiae NALP1/ASC/caspase-1 growth, X-gal OD620, 72 h | inhibition, % at 10 µM | hit rate 0.61% among 280,000; in the data active = inhibition mostly above about 24%, no sharp cut-off; inactive = mostly below about 32%; also: some compounds called inactive have numbers as strong as hits
PHOSPHO1 block: PubChem AID 1565; recombinant PHOSPHO1, absorbance phosphatase assay; inhibition, % at 13.3 µM; hit rate 1.1% among 290,000; in the data active = inhibition above about 60%
p-CIP stab down: p/CIP-EGFP fusion destabilizers, primary screen, fluorescence, F442A cells; Q05BA5; 16 h; decrease of EGFP signal, % at 10 µM; hit rate 0.01% among 290,000; AID 1984, 2009;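 active = EGFP signal decrease of at least 30% at 10 µM or well 3 SD below plate mean, unless failing retest; inactive = the rest, including hits failing retest or dose response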; also: some compounds called inactive have numbers as strong as hits; many of its hits are not listed in these tables
Target sequence (Q05BA5 1-1403): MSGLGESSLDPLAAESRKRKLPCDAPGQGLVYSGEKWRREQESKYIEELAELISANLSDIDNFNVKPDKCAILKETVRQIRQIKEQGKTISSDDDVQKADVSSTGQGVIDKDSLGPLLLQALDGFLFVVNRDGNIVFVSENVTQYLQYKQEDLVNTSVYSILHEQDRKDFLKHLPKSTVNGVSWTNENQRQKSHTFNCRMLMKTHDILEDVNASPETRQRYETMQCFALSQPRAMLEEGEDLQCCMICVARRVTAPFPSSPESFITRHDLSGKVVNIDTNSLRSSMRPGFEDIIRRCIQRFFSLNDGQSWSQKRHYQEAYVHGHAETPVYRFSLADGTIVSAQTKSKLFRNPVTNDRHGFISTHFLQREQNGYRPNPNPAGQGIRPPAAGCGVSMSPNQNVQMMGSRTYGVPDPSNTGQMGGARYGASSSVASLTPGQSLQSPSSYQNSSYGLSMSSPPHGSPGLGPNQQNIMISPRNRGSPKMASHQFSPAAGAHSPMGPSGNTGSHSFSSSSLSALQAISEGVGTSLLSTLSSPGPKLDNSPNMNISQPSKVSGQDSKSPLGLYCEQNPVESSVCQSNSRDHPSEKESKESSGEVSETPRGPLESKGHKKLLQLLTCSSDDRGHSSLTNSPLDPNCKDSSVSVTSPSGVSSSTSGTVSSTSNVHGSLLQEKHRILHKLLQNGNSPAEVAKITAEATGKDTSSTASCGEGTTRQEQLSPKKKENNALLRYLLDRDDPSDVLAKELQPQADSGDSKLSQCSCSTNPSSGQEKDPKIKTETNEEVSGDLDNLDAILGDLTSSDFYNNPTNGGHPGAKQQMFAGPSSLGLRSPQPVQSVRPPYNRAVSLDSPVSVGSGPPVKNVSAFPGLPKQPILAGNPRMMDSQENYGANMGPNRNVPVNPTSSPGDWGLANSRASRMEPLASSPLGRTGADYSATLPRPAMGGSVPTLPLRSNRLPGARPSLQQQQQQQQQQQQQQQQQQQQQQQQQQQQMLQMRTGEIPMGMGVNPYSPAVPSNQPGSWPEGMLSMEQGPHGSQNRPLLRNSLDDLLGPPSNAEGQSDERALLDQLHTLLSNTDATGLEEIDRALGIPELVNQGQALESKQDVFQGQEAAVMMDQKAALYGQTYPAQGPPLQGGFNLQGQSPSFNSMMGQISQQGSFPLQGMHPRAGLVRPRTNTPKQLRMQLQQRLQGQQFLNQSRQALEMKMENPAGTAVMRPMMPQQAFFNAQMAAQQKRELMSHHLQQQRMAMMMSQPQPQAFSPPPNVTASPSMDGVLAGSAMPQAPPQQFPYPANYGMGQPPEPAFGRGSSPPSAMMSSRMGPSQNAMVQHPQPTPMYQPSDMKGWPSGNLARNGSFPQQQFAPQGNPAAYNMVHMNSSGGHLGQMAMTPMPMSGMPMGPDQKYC
IDE inh: human IDE inhibitors in live cells, primary screen, fluorescence polarization, HEK cells, FAbetaB substrate | Insulin-degrading enzyme (Homo sapiens), P14735 | FAbetaB cleavage | inhibition, % at 5.59 µM | hit rate 0.41% among 320,000;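 active = percent inhibition above the average of all tested compounds plus 3 SD, set per screening campaign, cut at about 16% in these data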;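 also: IDE supplied by intact live HEK cells; FP after avidin binding of uncleaved biotin substrate so inhibition keeps polarization high; 0% = DMSO wells and 100% = 60 µM reference IDE inhibitor Ii1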
VIM-2 inhibitor: VIM-2 metallo-beta-lactamase inhibitors, primary screen, biochemical, epi-absorbance readout, Pseudomonas aeruginosa enzyme. purified VIM-2, nitrocefin hydrolysis, epi-absorbance fluorescence. inhibition, % at 5.6 µM. hit rate 0.89% among 290,000. AID 1527, 2009;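 active = inhibition above the mean of all tested compounds plus 3 SD, cutoff set per screening run, cut at about 7.5% in these data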;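 also: red hydrolysis product quenches plate fluorescence so inhibitors raise well fluorescence; 0% = enzyme with DMSO and 100% = DMSO without enzyme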
IMP-1 inhibitor: IMP-1 metallo-beta-lactamase inhibitors, primary screen, biochemical, epi-absorbance readout, Pseudomonas aeruginosa enzyme. hit rate 0.45% among 290,000. AID 1556, 2009. inhibition, % at 5.6 µM. purified IMP-1, nitrocefin hydrolysis, epi-absorbance fluorescence;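 active = inhibition above the mean plus 3 SD of all compounds in the same screening run, cut at about 4.5% in these data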;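 also: 0% = IMP-1 with DMSO and 100% = DMSO wells lacking enzyme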
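system = purified recombinant IMP-1 beta-lactamase | amount = 0.2 nM IMP-1, as dispensed | medium = HEPES buffer pH 7.1 with ZnSO4 and Brij 35 | times = 25 °C, 15 min preincubation, 25 min reaction | detection = plate fluorescence quenching by hydrolysis product, ex 480/em 530 nm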
IDE act: human IDE activators in live cells, primary screen, fluorescence polarization, HEK cells, FAbeta-B substrate; hit rate 0.073% among 340,000; activation, % at 5.96 µM; Insulin-degrading enzyme (Homo sapiens), P14735; FAbeta-B cleavage; 0% vehicle, 100% cell-free pure enzyme wells;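 active = activation above the mean of all tested compounds plus 3 SD, set per screening campaign, cut at about 17% in these data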
GPR7 antag: GPR7 receptor antagonists, primary screen, cell-based, fluorescence, single concentration; inhibition, % at 4.4 µM; AID 1861, 2009; GPR7-expressing cells, fluorescence antagonist assay; hit rate 1.1% among 290,000; Neuropeptides B/W receptor type 1 (Homo sapiens), P48145; in the data active = inhibition above about 16%, passing the limit was not always enough;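 also: cells stimulated with the agonist NPW; 0% = agonist with vehicle and 100% = vehicle without agonist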
The depositor's hits bear a star; . = not tested or not shown.

PfM18AAP inh	p-CIP stab down	PHOSPHO1 block	GPR7 antag	IDE act	VIM-2 inhibitor	NALP1 yeast inh	IMP-1 inhibitor	IDE inh	canonical_smiles
2.6	2.6	2.1	-1.8	5.3	-4.3	9.6	-4.5	4.0	O=C(NCc1ccc2c(c1)OCO2)c1cnc2n(c1=O)CCS2
-1.4	-11.4	21.9	-2.1	-5.2	-2.6	-25.6	-4.2	0.9	Cc1ccc(NC(=O)N2CCC(C(=O)Nc3ccc(C)cc3C)CC2)cc1
-4.8	0.7	32.6	1.7	1.2	1.4	23.0	0.7	-4.1	CN(C)CCCN(C(=O)c1ccc(S(=O)(=O)N2CCOCC2)cc1)c1nc2ccc(F)cc2s1
-4.2	-4.1	17.3	1.5	-2.8	-3.3	8.3	-4.0	-1.1	CCn1c(Cc2ccccc2)nnc1SCC(=O)NC(C)(C)C
2.3	-11.2	24.3	-4.8	6.0	-0.6	21.4	-3.0	1.7	CCCc1ccc(-c2ccc(-c3noc(-c4ccncc4)n3)cc2)nc1
-1.8	10.2	0.0	6.8	1.3	-3.0	10.9	-3.5	-5.5	COc1ccc(CNCCCC(=O)Nc2c(Cl)ccc(C)c2Cl)cc1OC
-8.0	-1.0	18.7	-7.6	4.6	-1.0	6.8	-3.1	-5.7	Cc1cccc(C(=O)NCCCNC(=O)c2ccccn2)c1
0.3	7.4	13.0	0.8	-9.0	-2.5	-1.9	-1.8	4.4	O=C(Nc1cccnc1)c1ccccc1-c1nc(-c2ccccc2F)no1
-0.8	-2.2	97.1*	9.4	2.0	-2.2	8.7	-2.7	0.3	Cn1c(C2CCCN2C(=O)OC(C)(C)C)n[nH]c1=S (stereo unspecified)
-6.2	-5.9	19.4	-5.2	6.6	-1.5	6.8	-3.5	1.2	CCNC(=O)CN1C(=O)NC2(CCOc3ccccc32)C1=O (stereo unspecified)
-7.8	7.0	-10.5	5.5	4.0	1.5	31.7	0.0	-4.5	Cc1ccccc1C(=O)Nc1cc(S(=O)(=O)N2CCCCC2)ccc1N1CCN(C)CC1
-6.8	-1.5	27.3	7.0	2.4	4.0	-0.4	-0.7	-9.2	Cc1c(CC(=O)NCCCC(=O)O)c(=O)oc2c(C)c3oc4c(c3cc12)CCCC4
-7.1	-0.2	22.4	-6.6	-2.2	-0.5	11.4	-2.9	-2.0	O=C(Nc1nc2ccccc2[nH]1)Nc1ccccc1F
-1.8	-17.4	3.5	-13.5	.	-2.6	22.3	-2.4	.	O=S(=O)(O)C1CCNCC1
4.9	1.0	7.1	-11.7	1.1	-1.4	36.0	-2.6	-3.8	COc1cc(COc2ccc3c(C)c(Cc4ccccc4)c(=O)oc3c2)cc(OC)c1OC
0.1	2.7	11.8	-1.3	0.4	-5.6	6.4	-0.4	-1.2	CSc1ccccc1NC(=O)CN(C)CC(=O)Nc1c(F)cccc1F
-1.2	5.7	52.8	-5.7	1.8	-0.8	13.4	-2.6	2.2	COc1ccc(NC(=O)NN2CCOCC2)cc1OC
9.3	3.2	5.7	-7.3	7.7	-4.6	95.9*	-4.8	-14.3	CCCCCCCCCCCCCCCC[n+]1ccc(C(N)=O)cc1
-18.4	5.8	27.8	-13.4	-3.6	-1.2	44.9	-7.3	4.7	NS(=O)(=O)c1cccn1-c1ncc(C(F)(F)F)cc1Cl
.	-4.9	29.7	.	3.1	.	.	.	1.3	CC(C)C[C@H](NC(=O)c1[nH]cnc1C(=O)Nc1ccc(Cl)cc1)C(=O)OC(C)(C)C
-4.2	6.6	-20.9	-10.2	4.0	-0.9	24.6	-2.1	1.9	CC(=O)Nc1ccc(C(=O)CS(=O)(=O)c2ccc(C)cc2)cc1
-0.1	-2.9	-8.7	-13.3	-3.0	-4.8	8.3	-4.3	-2.2	COc1ccc(OC)c(NC(=O)CCN2CC(C)OC(C)C2)c1 (stereo unspecified)
5.8	-2.0	42.1	0.4	5.1	0.5	-11.2	-0.2	.	C=CCSC1=Nc2cc(OC)c(OC)cc2C2=NC(=O)CN12
33.2*	-12.8	10.8	-6.0	-2.1	-3.0	-25.1	-3.2	.	O=C(O)c1csc(N/N=C/c2ccc(Br)cc2)n1
-2.0	5.8	48.9	-4.0	1.5	-4.3	20.8	-3.6	2.0	COc1cc(C(=O)Nc2ccc(Cl)c([N+](=O)[O-])c2)cc(OC)c1OC
-2.8	7.5	6.9	9.4	4.3	-1.8	7.7	-3.9	.	O=C(Cc1ccccc1)NC1CCN(C(=O)c2ccc([N+](=O)[O-])cc2)CC1
16.3	-5.7	34.1	2.0	-6.0	1.8	-11.5	0.6	-3.0	CCN1CCN(CC(=O)N2N=C(c3cccs3)CC2c2ccc(OC)c(OC)c2)C(=O)C1=O (stereo unspecified)
14.2	1.2	31.6	20.9	-3.8	-3.6	13.3	-5.0	.	CCOC(=O)N1C/C(=C\c2ccccc2)C(=O)/C(=C/c2ccccc2)C1
4.0	8.6	0.1	-2.0	-1.2	-0.2	33.9	-1.4	-0.8	COc1ccccc1CNC(=O)C1COc2ccccc2O1 (stereo unspecified)
-3.3	-18.8	11.3	7.2	0.8	-1.1	-37.0	-3.8	4.0	CCC(=O)N1C(=O)CCN(C(C)=O)c2ccccc21

Reprinted from the part before: 3 compounds; new compounds follow.
PfM18AAP inh	p-CIP stab down	PHOSPHO1 block	GPR7 antag	IDE act	VIM-2 inhibitor	NALP1 yeast inh	IMP-1 inhibitor	IDE inh	canonical_smiles
14.2	1.2	31.6	20.9	-3.8	-3.6	13.3	-5.0	.	CCOC(=O)N1C/C(=C\c2ccccc2)C(=O)/C(=C/c2ccccc2)C1
4.0	8.6	0.1	-2.0	-1.2	-0.2	33.9	-1.4	-0.8	COc1ccccc1CNC(=O)C1COc2ccccc2O1 (stereo unspecified)
-3.3	-18.8	11.3	7.2	0.8	-1.1	-37.0	-3.8	4.0	CCC(=O)N1C(=O)CCN(C(C)=O)c2ccccc21
3.3	-20.7	18.5	-1.6	1.6	-1.6	29.1	-3.5	5.4	CN1CCCN(Cc2ccccc2Br)CC1
-1.9	-3.7	-8.7	-5.6	-0.3	-1.6	7.4	-1.3	-3.2	Cc1ccnc(NC(=O)CCC(=O)N(CC(=O)NC(C)(C)C)c2ccc3c(c2)OCO3)c1
-0.6	-7.6	48.3	35.1*	2.8	-2.2	-3.6	-1.5	-2.2	CC(C)C(NC(=O)c1ccccc1)C(=O)NCc1ccccn1 (stereo unspecified)
-2.8	-3.3	-13.3	-4.5	7.2	-0.9	14.6	-1.0	-0.2	O=C/C(=C\Nc1ccc(Cl)cn1)c1nc2ccccc2o1
8.6	-15.4	-15.2	-9.2	1.0	-1.2	-0.5	-0.9	-8.9	CC1CCCc2sc3nc(NCc4ccco4)n4ncnc4c3c21 (stereo unspecified)
1.2	4.1	0.8	2.8	5.9	0.3	24.9	-3.9	0.3	COCCCNC(=O)COc1ccc(Br)cc1Cl
-7.5	-8.9	8.3	27.5*	2.6	0.7	5.0	-1.4	3.4	COc1ccc(CCNC(=O)c2ccc3c(c2)OCCO3)cc1
-4.4	-13.9	7.0	-7.0	-1.7	-4.3	-11.7	-3.2	-5.9	O=C(N1CCCCCC1)N1CCN(S(=O)(=O)N2CCOCC2)CC1
-9.8	-6.2	7.1	9.5	-1.1	-0.6	10.0	-2.8	-0.1	Cc1cccc(C)c1NC(=O)C1(N(Cc2ccco2)C(=O)CC2NC(=O)NC2=O)CCCCC1 (stereo unspecified)
13.4	-4.5	45.0	-5.7	.	-3.0	-2.7	-3.8	7.8	CC(/C=N/NC(=O)c1cnccn1)=C\c1ccco1
8.3	4.4	5.4	-9.3	1.9	-2.0	13.1	2.0	1.1	CCOC(=O)N1CCC(NC(=O)c2cnn3cccnc23)CC1
-0.3	3.5	18.7	-11.3	3.8	-1.2	-5.4	-1.9	1.6	CSc1ccccc1C(=O)NCCCOC(C)C
-0.4	-10.2	51.8	0.5	-1.5	-2.2	1.5	-3.6	-0.7	Cn1cc(CN2CCCC(C(=O)c3cccs3)C2)c(-c2cccc(Cl)c2)n1 (stereo unspecified)
-14.1	-7.3	4.9	-10.4	0.8	-1.7	4.8	-2.3	3.4	COc1ccc(N(CC(=O)Nc2ccc3c(c2)OCO3)S(=O)(=O)c2c(C)nn(C)c2C)cc1
-5.6	-0.9	27.7	-11.7	3.6	-2.0	9.1	-3.0	2.4	O=C(O)CCNC(=O)C12CC3CC(CC(C3)C1)C2
6.0	1.2	-8.3	-11.5	.	-3.6	1.8	-7.5	-7.7	O=c1[nH]c2cc3c(cc2cc1C(c1nnnn1Cc1ccccc1)N1CCCc2ccccc21)OCO3 (stereo unspecified)
-4.9	-5.7	-3.7	-7.9	2.7	-2.8	9.7	-3.3	3.2	NC(=O)COC(=O)CCSc1ccc(Cl)cc1
3.7	-4.0	51.4	-12.2	0.6	-3.1	-7.5	-3.0	1.0	O=C(CCc1ccccc1)Nc1ccc2ccccc2n1
0.7	-5.0	1.5	-6.9	-0.6	-4.7	0.3	-2.5	-4.7	O=C(N/N=C/C=C/c1ccccc1[N+](=O)[O-])c1ccncc1
7.1	-10.1	17.4	-13.8	-2.2	-2.7	15.8	-0.4	-0.8	Cc1ccc2[nH]c3c(c2c1)CN(C(=O)CN1CCN(c2cccc(C)c2C)CC1)CC3
-3.3	-12.5	54.0	0.6	1.5	-2.6	13.9	-2.3	0.0	Cc1nc2ccccc2n1C1CCN(CC(=O)NCc2ccc(F)cc2)CC1
1.9	-2.2	-17.9	-8.4	2.0	-2.7	-6.9	-3.7	7.6	CC1(C)C(=O)OC(/C=C\c2ccccc2)C(C)(C)C1=O (stereo unspecified)
0.6	-14.0	11.7	-14.2	-1.1	-5.5	18.8	-1.1	1.0	CNc1nc(-c2ccc3c(c2)CCN3C(=O)CC(C)(C)C)c(C)s1
-1.4	-3.6	36.6	-4.2	10.2	-3.4	-3.1	-1.9	-3.9	CCOc1ccc(N(CC(=O)N/N=C/c2cc(Br)c(C)o2)S(C)(=O)=O)cc1
-0.1	4.6	42.0	-12.5	5.1	0.9	-11.9	-4.0	3.7	O=S(=O)(Nc1ccc(Br)cc1)c1cccc2cccnc12
-3.5	-13.9	-7.3	5.8	3.8	-1.4	-9.8	-2.5	3.8	CC(C)CCN1C(Nc2ccccc2)=NC[C@@H]1CC(C)C
-6.3	7.5	-9.7	-5.1	-0.8	-2.1	17.5	-3.1	2.2	Cc1ccc(NC2=CC(=O)CC(c3ccc(Cl)cc3)C2)cc1 (stereo unspecified)
0.7	2.6	13.5	-3.8	3.2	-2.6	5.3	-3.0	-1.2	CCN1C(=O)CSc2ccc(C(=O)NCc3ccco3)cc21
-5.1	-14.7	-9.0	-1.5	3.5	-1.9	-3.3	-3.2	0.9	[O-]/C(=C(\C(=S)NCCN1CCOCC1)[n+]1ccccc1)c1ccc(Cl)s1
-6.2	1.2	-3.7	-2.2	-6.4	-0.4	14.4	-0.4	0.8	CC(C(=O)N1CCOCC1)N1C(=O)c2ccccc2C1=O (stereo unspecified)
